Diaphorase act = compounds boosting diaphorase resazurin reduction – biochemical, uHTS, resorufin fluorescence, counter-screen for diaphorase-coupled primary assays, primary screen; AID 1229, 2008; actives 0.005% (n = 190,000); activation factor at 20 µM; Diaphorase/resazurin coupled assay, 16 min; stronger effect = higher value; 1 = vehicle wells, 0 = NADH-free wells;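 active = diaphorase activity raised at least twofold by the compound at 20 µM; inactive = activation factor below 2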
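Material: Clostridium kluyveri diaphorase, purified enzyme; Quantity: enzyme 0.07 U/mL final; Medium: HEPES pH 7.4 buffer with MgCl2 and Tween 20; Dosing: single compound dose of 20 µM, 1% DMSO final; Schedule: 16 min reaction at room temperature; Measured by: red resorufin fluorescence at 544/590 nm excitation/emission.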
PMI act = activators of human PMI, primary screen, biochemical, fluorescence intensity, near-Km mannose 6-phosphate | actives 0.005% (n = 190,000) | purified human PMI, coupled resazurin fluorescence, 20 min; stronger effect = higher value; 1 = vehicle control, 0 substrate-free wells | activation factor at 20 µM | AID 1214, 2008 | Mannose-6-phosphate isomerase (Homo sapiens), P34949;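 active = activation factor of 2 or more at 20 µM, relative to plate controls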
Target sequence (P34949 whole entry, looked up): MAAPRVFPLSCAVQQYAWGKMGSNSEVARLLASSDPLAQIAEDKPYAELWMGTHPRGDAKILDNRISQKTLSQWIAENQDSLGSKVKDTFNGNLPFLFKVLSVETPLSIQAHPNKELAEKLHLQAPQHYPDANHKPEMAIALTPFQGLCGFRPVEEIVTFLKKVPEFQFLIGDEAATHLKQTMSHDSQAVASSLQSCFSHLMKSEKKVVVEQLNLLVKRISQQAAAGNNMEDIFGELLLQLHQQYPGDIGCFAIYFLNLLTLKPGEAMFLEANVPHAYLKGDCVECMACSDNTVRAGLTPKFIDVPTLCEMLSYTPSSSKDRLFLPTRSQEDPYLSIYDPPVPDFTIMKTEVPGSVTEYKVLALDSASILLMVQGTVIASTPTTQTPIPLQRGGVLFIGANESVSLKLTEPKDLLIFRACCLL
RAM inhibit = inhibitors of the yeast RAM network, primary screen, dse1pr::URA3 reporter, 5-FOA selection. S. cerevisiae dse1pr::URA3 reporter, 5-FOA growth OD615, 2 d; analog-sensitive cbk1-as2 kinase mutant strain. inhibition, % at 50 µM. actives 1.8% (n = 190,000);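 active = inhibition above a set limit, 3 SD over mean compound inhibition, cut at about 8.4% in these data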;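 also: 0% = DMSO-only wells with no growth and 100% = 10 µM 1-NA-PP1 full growth; inhibition rescues growth on 5-FOA so higher OD means more RAM inhibition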
Redox H2O2 prof = compounds producing H2O2 with reducing agent – biochemical, NIH compound library profiling, artefact control for MLSCN library redox annotation, primary screen. DTT-dependent redox cycling H2O2, phenol red/HRP absorbance; 100% = 100 µM peroxide control, 0% = buffer. activation, % at 10 µM. AID 878, 2007. actives 0.03% (n = 200,000);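 active = activation of at least 50% relative to the plate's high and low controls in the primary single-dose screen; inactive = activation below 50%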;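 also: compound incubated with DTT at 0.8 mM final as the reducing agent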
TLR4 MyD88 comp = inhibitors of TLR4-MyD88 association in cells, primary screen, cell-based, HeLa CL3-4, BLA complementation, FRET ratio. HeLa CL3-4 TLR4/MyD88 BLA complementation. inhibition, % at 8.4 µM. actives 0.18% (n = 200,000). AID 861, 2007; in the data active = inhibition above about 25%;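 also: 0% = vehicle and 100% = reference inhibitor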
G6PDH CS = L. mesenteroides G6PDH inhibitors, counter-screen for G6PDH-coupled screening assays, biochemical, Leuconostoc mesenteroides enzyme. AID 1020, 2008. Purified L. mesenteroides G6PDH, diaphorase/resazurin coupled fluorescence, 45 min. inhibition, % at 5 µM. glucose-6-phosphate dehydrogenase [Leuconostoc mesenteroides]. actives 0.12% (n = 200,000)
Diaphorase inh = diaphorase inhibitors and chemical oxidizers, primary screen, counter-screen for diaphorase-coupled primary assays, biochemical, uHTS, resorufin fluorescence | diaphorase resazurin-to-resorufin fluorescence, NADH, 16 min; bacterial (C. kluyveri) enzyme, not human | inhibition, % at 20 µM | actives 0.69% (n = 190,000);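 active = primary screen inhibition at 20 µM above a set limit, cut at about 50% in these data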;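 also: plate controls were DMSO with full reaction for no effect and wells lacking NADH for full effect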
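Test system: Clostridium kluyveri diaphorase enzyme / Quantity: diaphorase at 0.14 U/mL in enzyme working solution / Incubation: 16-min room-temperature incubation before reading / Benchmarks: NADH-free wells as positive control, DMSO-only neutral wells / Signal: resorufin fluorescence 544/590 nm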
PMI act hi M6P = human PMI activators, high substrate, primary screen, biochemical, fluorescence intensity, near-saturating mannose 6-phosphate. actives 0.34% (n = 190,000). activation factor at 20 µM. coupled PMI enzyme assay, resazurin fluorescence, 20 min; stronger effect = higher value; 1 = untreated enzyme, 0 = substrate-free blank. Mannose-6-phosphate isomerase (Homo sapiens), P34949;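 active = activation factor of 2 or more at 20 µM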
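assay system = human phosphomannose isomerase with PGI, G6PDH, diaphorase coupling enzymes | quantity = 15 ng/mL PMI | incubation = enzyme reaction with compound 20 min at room temperature | medium = HEPES pH 7.4 buffer with MgCl2 and Tween-20 | compound dosing = one concentration, 20 µM, in 1% DMSO | measured by = Diaphorase-driven resazurin-to-resorufin fluorescence, excitation 544, emission 590 nm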
Hsp70 act = Hsp70 transcriptional activators, primary screen, cell-based, HeLa, Hsp70 promoter luciferase, luminescence, 10 µM | HeLa Hsp70 promoter luciferase reporter; scaled: vehicle 0, proteasome-inhibitor control 100% | activation, % at 10 µM | actives 0.04% (n = 200,000);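 active = activation above the mean across all tested compounds plus 3 SD, cutoff set per campaign, cut at about 5.5% in these data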;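 also: 100% = MG132 at 30 µM as the positive control and 0% = DMSO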
S1P3 antagonist = S1P3 receptor antagonists, primary screen, cell-based. CHO S1P3 NFAT-BLA reporter, FRET fluorescence, antagonist mode. AID 485, 2006. actives 0.27% (n = 170,000). inhibition, % at 4.98 µM. Sphingosine 1-phosphate receptor 3 (Homo sapiens), Q99500;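 active = inhibition above the plate cutoff, the mean inhibition of test wells on that plate plus 3 SD, cut at about 28% in these data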;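 also: cells challenged with S1P at its EC80 of 0.8 µM; blue over green emission ratio from cleaved BLA substrate after 4 h stimulation; 0% = S1P-stimulated wells and 100% = unstimulated DMSO-only wells; some compounds past the cut are filed as inactive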
Target sequence (Q99500 whole entry, looked up): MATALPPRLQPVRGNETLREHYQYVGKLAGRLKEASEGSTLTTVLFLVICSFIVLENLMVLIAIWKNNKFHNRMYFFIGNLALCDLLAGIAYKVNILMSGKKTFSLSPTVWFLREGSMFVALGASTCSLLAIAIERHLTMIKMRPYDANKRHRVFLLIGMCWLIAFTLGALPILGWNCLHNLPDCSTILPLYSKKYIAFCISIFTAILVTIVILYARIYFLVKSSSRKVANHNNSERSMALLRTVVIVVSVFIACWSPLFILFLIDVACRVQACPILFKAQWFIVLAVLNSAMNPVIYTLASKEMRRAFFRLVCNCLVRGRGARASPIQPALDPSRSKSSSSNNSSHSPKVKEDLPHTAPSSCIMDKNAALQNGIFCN
Lmaj promast = Leishmania major promastigote growth inhibition, primary screen. AID 1063, 2008. inhibition, % at 10 µM. actives 9% (n = 200,000). Leishmania major promastigotes, resazurin fluorescence viability;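 also: promastigotes grown with compound for 44 hours at 28 °C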
An asterisk follows results filed as active; / = not tested or not shown. Rule as the data show it, unless noted: active = inhibition above about 50%; inactive = the rest. Compounds were not picked by outcome; overall some 12% were active at least once.

Results follow in this order: Diaphorase act	PMI act	RAM inhibit	Redox H2O2 prof	TLR4 MyD88 comp	G6PDH CS	Diaphorase inh	PMI act hi M6P	Hsp70 act	S1P3 antagonist	Lmaj promast
Cc1ccc(NC(=O)Cn2cccc2)c(C)c1
→ 0.9	1	0.9	-0.4	-9	3	5	1	-0.2	/	-1
CCOc1cccc(OCCOc2ccc(C(=O)c3ccccc3)cc2)c1
→ 0.8	0.9	4.2	0.5	-8	8	16	0.9	-0.2	4	-6
CCOc1cc(N2CCOCC2)c(OCC)cc1NC(=O)CN1C(=O)NC2(CCCCCCC2)C1=O
→ 0.8	0.9	1.5	-0.8	-13	3	15	0.7	0.2	14	1
COC(=O)C1=NNC2(c3ccc(C)cc3)C(=O)N(c3ccc(C)cc3)C(=O)C12 (stereo unspecified)
→ 0.7	0.9	3.4	-0.2	-10	11	27	0.8	-0.5	-6	5
CCCOc1ccc(CC(CC(=O)O)(C(=O)O)C(=O)O)cc1
→ 1	1	0.3	-0.7	18	16	-5	1.1	0.0	13	-3
O=C(NCc1ccncc1)c1cccc(F)c1
→ 0.9	1	2.1	-2.7	10	4	15	1	-0.2	-30	-9
O=C(Nc1ccc(OC(F)F)c(Cl)c1)C(c1ccccc1)c1ccccc1
→ 0.8	0.8	9.6*	0.1	0	-2	21	0.9	-0.1	50*	11
COC(=O)CC1C(=O)NCCN1C(=O)CSc1nnnn1-c1ccc(OC)cc1 (stereo unspecified)
→ 0.8	1	1.2	-0.3	-5	2	17	1	-0.4	-6	-4
C=CCC1(CC=C)CCCN1C(=O)CC1C(=O)NCCN1Cc1cccc(OC)c1OC (stereo unspecified)
→ 0.9	1	0.8	1.1	0	15	6	1	0.1	4	-4
Cc1ccc(Nc2ccc(C(N)=O)cc2[N+](=O)[O-])cc1C
→ 1	0.9	3.5	-0.5	9	11	-1	1.1	-0.5	-9	4
O=C(O)c1ccc(Cl)c2c1C1C=CCC1C(c1ccccn1)N2 (stereo unspecified)
→ 0.4	1.6	3.2	-0.7	-4	13	56*	1.8	-0.5	-10	-16
C=C1CC(C(=O)N/N=C/c2ccc(O)cc2)C1
→ 0.9	1	1.6	-0.2	-6	0	5	1	-0.3	-17	-3
O=C(NCC(c1cccs1)N1CCOCC1)c1ccccc1NS(=O)(=O)c1ccc(Cl)c([N+](=O)[O-])c1 (stereo unspecified)
→ 0.8	1.1	0.9	0.2	-9	-12	20	1.3	-0.3	-8	1
O=[N+]([O-])c1ccccc1/C=N/NC1=NCCCCC1
→ 1	1.2	0.2	0.1	6	16	-2	1.2	0.0	-13	-1
Cc1ccc(C)c(S(=O)(=O)Nc2ccccc2C(=O)Nc2cc(C)on2)c1
→ 0.9	0.9	0.5	-2.4	8	4	13	0.9	-0.2	/	35
Cc1ccc(S(=O)(=O)Nc2cccc(Oc3cnccn3)c2)cc1
→ 0.9	0.9	5.6	-1.0	-14	9	7	0.9	0.8	-7	-4
Cn1c(SCC(N)=O)nnc1-c1ccccc1
→ 1	1	3.7	0.4	20	5	4	1	0.0	-19	-4
O=S(=O)(CC12C3C4C5C1C2C(Br)(C43)C51OCCO1)c1ccccc1 (stereo unspecified)
→ 0.9	0.9	1.1	-0.5	-3	8	13	1	0.0	-19	-3
CN1CCc2c(sc3c2C(=O)NC(c2ccc4c(c2)OCO4)N3)C1 (stereo unspecified)
→ 1.2	0.9	/	/	/	8	-18	1	/	-3	/
N=C1C(=O)OCC1c1ccccc1NC(=O)Nc1ccccc1 (stereo unspecified)
→ 0.9	1	1.8	0.0	-4	-1	12	1	-0.2	-5	-6
Cc1cc(C)n(CC(=O)N2N=C(C(F)F)CC2(O)C(F)F)n1 (stereo unspecified)
→ 0.8	1	2.4	0.2	11	6	15	0.9	0.1	-2	-3
O=C(O)CC1C(=O)NCCN1Cc1ccc(F)c(F)c1 (stereo unspecified)
→ 0.9	1.2	2.5	-3.2	-8	12	12	1.3	-0.2	-5	-6
COc1cc(/C=N/NC(=O)Nc2ccccc2)ccc1OCCOc1ccccc1C
→ 0.9	1	0.5	3.1	-4	-50	12	0.9	-0.3	/	-2
COc1cccc(/C=N/NC(=O)c2cc(-c3cccn3C)n[nH]2)c1O
→ 0.8	0.9	4.5	0.0	3	7	22	1.2	0.0	11	98*
C/C=C/c1ccc(OCCCNC)c(OC)c1
→ 0.9	0.9	-0.5	-0.1	5	6	12	1	-0.3	/	-4
COc1ccc(CNC(=O)CCNS(=O)(=O)c2ccc(Cl)cc2)cc1
→ 0.9	0.9	0.7	0.1	6	14	8	0.9	-0.3	-12	-9
CCOC(=O)C1CCN(c2nc(-c3ccc(C)cc3)nc3ccccc23)CC1
→ 0.9	0.9	2.5	-0.2	1	-1	12	0.9	-0.2	8	48
CC(Sc1nnc(NC(=O)c2cc3ccccc3oc2=O)s1)c1ccccc1 (stereo unspecified)
→ 1	1	2.4	0.2	2	-50	-4	1	-0.1	/	-10
CCOC(=O)Cc1csc(/N=C/c2c(O)n(-c3ccc(C)cc3C)c(=O)c3ccccc23)n1
→ 0.7	0.8	2.1	0.1	15	7	25	1	-0.3	1	26
NC(=O)Cc1ccc(C(=O)c2ccc(Cl)cc2)s1
→ 1	1.1	0.0	2.9	-10	7	2	1	-0.2	4	-6

Entries of single compounds, quoted from the list:
O=C(NCc1ccncc1)c1cccc(F)c1 in the list: Diaphorase act = 0.9; PMI act = 1; RAM inhibit = 2.1; Redox H2O2 prof = -2.7; TLR4 MyD88 comp = 10; G6PDH CS = 4; Diaphorase inh = 15; PMI act hi M6P = 1; Hsp70 act = -0.2; S1P3 antagonist = -30; Lmaj promast = -9
Cc1ccc(NC(=O)Cn2cccc2)c(C)c1 in the list: Diaphorase act = 0.9; PMI act = 1; RAM inhibit = 0.9; Redox H2O2 prof = -0.4; TLR4 MyD88 comp = -9; G6PDH CS = 3; Diaphorase inh = 5; PMI act hi M6P = 1; Hsp70 act = -0.2; S1P3 antagonist = /; Lmaj promast = -1
CCOc1cc(N2CCOCC2)c(OCC)cc1NC(=O)CN1C(=O)NC2(CCCCCCC2)C1=O in the list: Diaphorase act = 0.8; PMI act = 0.9; RAM inhibit = 1.5; Redox H2O2 prof = -0.8; TLR4 MyD88 comp = -13; G6PDH CS = 3; Diaphorase inh = 15; PMI act hi M6P = 0.7; Hsp70 act = 0.2; S1P3 antagonist = 14; Lmaj promast = 1

The results go on.
Results follow in this order: Diaphorase act	PMI act	RAM inhibit	Redox H2O2 prof	TLR4 MyD88 comp	G6PDH CS	Diaphorase inh	PMI act hi M6P	Hsp70 act	S1P3 antagonist	Lmaj promast
CNc1nc2[nH]c(=O)c3c(c2s1)OC(N)=C(C#N)C3c1cccc(F)c1 (stereo unspecified)
→ 0.7	0.6	0.9	-7.1	8	9	33	0.5	0.1	/	-15
Cc1ccc(NC(=O)CN(C)Cc2nc3ccccc3c(=O)[nH]2)c(Br)c1
→ 0.9	0.9	/	0.0	-17	-3	10	1	-0.6	/	-1
CCOc1cc(C(=O)Nc2ccc3c4c(cccc24)C(=O)N3CC)cc(OCC)c1OCC
→ 1	0.9	4.3	-0.1	-19	4	0	1	-0.5	/	2
COc1cccc(-c2c(NC(=O)c3ccco3)n(-c3ccc(C)cc3)nc(C)c2=O)c1
→ 0.8	1	0.8	0.8	7	1	17	1	-0.1	-17	-5
CCOC(=O)C(NC(=O)CC)(Nc1ccc(S(=O)(=O)Nc2onc(C)c2C)cc1)C(F)(F)F (stereo unspecified)
→ 0.9	1	1.5	0.2	-18	18	9	1	0.2	-18	-8
O=C(NNS(=O)(=O)c1ccccc1)c1ccncc1
→ 0.9	0.9	0.7	0.0	-12	4	13	1	-0.1	/	1
Cn1c(=S)[nH]c2cccnc21
→ 0.9	1	-1.1	0.7	-12	0	13	1	-0.5	-35	-2
O=c1[nH]c2ccc(Cl)cc2c(O)c1-c1ccccc1
→ 0.9	0.9	6.0	0.4	9	1	13	0.9	-0.3	/	-5
CCCCCCNC(=O)c1c(O)c2ccccc2[nH]c1=O
→ 1	1.1	5.3	1.8	3	9	5	1.2	-0.3	-6	-4
Cc1cc(C)n(C(=O)CN2C(=O)c3ccccc3C2=O)n1
→ 1	0.9	3.6	3.0	-9	-2	2	0.9	0.1	-19	-3
Cc1ccccc1S(=O)(=O)Cc1ccc(C(=O)NC(C)c2ccc3c(c2)OCCO3)o1 (stereo unspecified)
→ 0.8	0.9	3.6	-1.2	0	7	18	0.9	-0.2	/	-1
COc1ccc(N)cc1-n1cnnn1
→ 1	1.1	0.6	0.2	3	5	0	1.1	-0.1	-3	-2
CCOC(=O)Cc1csc(NC(=S)NC(=O)c2ccccc2C)n1
→ 0.9	1.1	0.3	2.3	-9	6	15	1	-0.3	/	-7
O=c1cc(CSc2nc3cc(Cl)ccc3o2)nc2sccn12
→ 0.9	1	7.8	0.0	-18	-2	8	1	-0.1	-26	-4
CCOC(=O)c1sc(C)c(C(=O)NC2CCCCC2)c1N
→ 0.8	1	3.9	2.2	-2	0	16	1	0.0	/	-7
O=C(NCCn1ccc2ccccc21)C1CCCCC1
→ 0.9	1	0.1	-2.6	-5	-3	12	1	-0.4	-6	-3
CNC(=O)CSc1nnc(-c2cccnc2)n1-c1ccc(C)cc1
→ 0.9	1	0.0	-0.1	-7	12	7	1	0.0	-15	-3

Screening data as filed in PubChem.
